D2 agonist: D2 dopamine receptor (human) agonism | P14416 | HEK293 T-REx D2 cells, calcium flux agonist mode | activation, % at 2 µM | hit rate 0.53% among 340,000 | AID 485358;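 active = activation over 3 SD above normal in the single-dose calcium agonist read, cut at about 30% in these data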; also: 0% is about no effect
Target sequence (P14416 whole entry, looked up): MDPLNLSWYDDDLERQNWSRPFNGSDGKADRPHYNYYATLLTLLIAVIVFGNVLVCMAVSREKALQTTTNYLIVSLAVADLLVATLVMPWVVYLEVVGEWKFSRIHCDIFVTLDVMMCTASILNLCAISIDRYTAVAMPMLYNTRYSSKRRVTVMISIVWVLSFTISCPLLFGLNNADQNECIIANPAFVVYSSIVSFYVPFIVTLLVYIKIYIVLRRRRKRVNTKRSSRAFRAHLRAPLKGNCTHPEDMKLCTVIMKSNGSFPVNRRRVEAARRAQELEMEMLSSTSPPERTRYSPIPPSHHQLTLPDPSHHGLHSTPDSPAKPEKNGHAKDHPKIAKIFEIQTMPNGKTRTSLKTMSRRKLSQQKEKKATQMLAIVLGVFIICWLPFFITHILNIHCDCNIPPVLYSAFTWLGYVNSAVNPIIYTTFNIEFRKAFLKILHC
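Tetracycline-induced HEK293 Trex cells with D2 receptor force-coupled to calcium signaling, plated overnight at 30 C and loaded with no-wash calcium dye. Calcium flux read kinetically for 180 s after compound addition; responses flag agonists.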
PI4K2A inh: PI4K2A (human) kinase inhibition; hit rate 0.13% among 420,000; Q9BTU6; purified PI4K2A, ADP-Glo luminescence, 1 h; active compounds read low; activity change, negative = inhibition, % at 76.9 µM; in the data active = activity change below about -50%; inconclusive = mostly about -30% to -49%;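 also: -100% = wells without enzyme as full effect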
Target sequence (Q9BTU6 whole entry, looked up): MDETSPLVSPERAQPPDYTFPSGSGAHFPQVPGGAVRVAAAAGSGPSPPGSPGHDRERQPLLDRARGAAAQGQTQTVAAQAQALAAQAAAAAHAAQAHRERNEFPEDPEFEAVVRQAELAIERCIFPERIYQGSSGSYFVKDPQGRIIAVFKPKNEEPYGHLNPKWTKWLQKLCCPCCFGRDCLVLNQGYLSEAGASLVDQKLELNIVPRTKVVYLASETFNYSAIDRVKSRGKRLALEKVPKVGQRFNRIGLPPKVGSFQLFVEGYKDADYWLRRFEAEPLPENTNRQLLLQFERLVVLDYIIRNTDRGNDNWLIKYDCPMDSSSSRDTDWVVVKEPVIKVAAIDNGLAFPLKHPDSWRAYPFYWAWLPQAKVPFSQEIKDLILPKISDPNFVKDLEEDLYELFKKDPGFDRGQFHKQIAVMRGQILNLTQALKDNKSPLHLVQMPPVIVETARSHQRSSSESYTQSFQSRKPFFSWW
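Compounds are screened against recombinant PI4K2A using PI as substrate and ATP, the latter dispensed at 300 microM. Reactions run one hour at ambient temperature before ADP-Glo detection; full inhibition defined by wells lacking enzyme.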
TRHR enhancer: allosteric enhancers of human TRH receptor. P34981. TRHR cells, fluo-8 calcium fluorescence, EC20 TRH enhancement. enhancement, % at 2 µM. hit rate 0.66% among 360,000. AID 493056; in the data active = enhancement above about 30%; also: 0% is about no effect
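Enhancer read-out: after compound pinning and an initial kinetic agonist-mode read, an EC20 of TRH (10 nM final) was injected and fluo-8 calcium signal (Ex 480/Em 530) followed at 1 s/cycle for 100 cycles in TRHR-expressing cells.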
TrxR1 inh: inhibitors of rat thioredoxin reductase 1; hit rate 1% among 390,000; Potency, µM (doses to about 114 µM), for inactives: at the highest dose activity change, negative = inhibition, usual class: inhibitors; recombinant rTrxR1, NADPH fluorescence consumption, selenite substrate; also: potency is read from the fitted curve at half-maximal effect; % is scaled to controls: 0 for no effect and ±100 for the full control effect; nearly all actives have a fitted effect of over 65% in size
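Rat TrxR1 (90 nM in the dispensed reagent) was pre-reduced with 400 uM NADPH for 5 min at room temperature, then incubated with compound for 15 min. After 400 uM selenite was added, NADPH fluorescence (Ex 340/Em 450 nm) was followed for 8 min.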
TRHR agonist: activates the human TRH receptor. P34981. TRHR cells, calcium flux fluo-8, FDSS agonist mode. activation, % at 2 µM. hit rate 0.18% among 360,000. AID 493084; in the data active = activation above about 30%; also: 0% is about no effect
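Read-out: compound-evoked intracellular calcium rise in TRHR cells, fluo-8 dye, kinetic FDSS fluorescence at 1 s/cycle following a 10-cycle baseline. Cells cultured overnight before dye loading (30 min–1.5 h, RT).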
USP1 inh: inhibitors of human USP1/UAF1 deubiquitinase | hit rate 0.23% among 390,000 | recombinant USP1/UAF1, Ub-Rhodamine cleavage fluorescence | Potency, µM (highest dose often 57.1 µM), for the others: at the highest dose activity change, negative = inhibition, usual class: inhibitors | O94782; also: potency is read from the fitted curve at half-maximal effect; % is scaled to controls: 0 for no effect and ±100 for the full control effect; nearly all actives have a fitted effect of over 60% in size; inactives centre near -12
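1 nM enzyme complex + cpd, 15 min RT; start with Ub-Rho 150nM final; kinetic fluorescence ex 480/em 540, 6 reads q60 s. Buffer 50mM HEPES pH 7.8, 0.5mM EDTA, 0.1 mg/ml BSA, 1mM TCEP, 0.01% Tween-20.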
mIDH1 inhibitor: inhibitors of human mutant IDH1 R132H; hit rate 0.093% among 390,000; IDH1-R132H enzyme, NADPH consumption, diaphorase/resazurin fluorescence; Potency, µM (doses to about 76.6 µM), without a hit: at the highest dose activity change, negative = inhibition, most hits filed as inhibitors; O75874; also: potency is read from the fitted curve at half-maximal effect; % is scaled to controls: 0 for no effect and ±100 for the full control effect; nearly all actives have a fitted effect of over 65% in size
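IDH1-R132H (0.5 ug/mL dispensed) in pH 7.5 Tris buffer was preincubated 30 min with compound, then given a substrate mix of 0.016 mM NADPH and 2 mM alpha-KG for 80 min at room temperature; remaining NADPH was read by diaphorase/resazurin fluorescence.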
D2 antagonist: antagonizes the human D2 dopamine receptor | HEK293 TREx D2 cells, calcium flux, dopamine EC80 | inhibition, % at 10 µM | hit rate 2% among 340,000 | AID 485344; in the data active = inhibition above about 30%; also: 0% is about no effect
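Inhibition of EC80 dopamine-driven calcium flux, recorded kinetically, defines activity here; cells are a tetracycline-induced HEK293 T-REx line expressing force-coupled D2.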
TrxR1 substrate: rat thioredoxin reductase 1 substrate activity; purified TrxR1 substrate turnover, NADPH consumption readout; AID 588456; hit rate 0.01% among 390,000; O89049; Potency, µM (titrated, usually from 114 µM), without a hit: at the top dose activity change, negative = substrate turnover; also: potency is read from the fitted curve at half-maximal effect; % is scaled to controls: 0 for no effect and ±100 for the full control effect; nearly all actives have a fitted effect of over 50% in size
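Rat TrxR1, dispensed at 90 nM, was prereduced with 400 uM NADPH (final) for 5 min at ~22 deg C, then incubated with compound 15 min before 400 uM selenite. A first-read NADPH fluorescence drop versus no-compound background flagged substrates.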
Starred values were filed as active, the others as inactive; [ ] = remark or other dose. Unless noted, calls follow the shape of the dose curve; as a rule, active = well fitted inhibition curve with a large enough effect; inconclusive = small, poorly fitted or top-dose-only effect; inactive = no such curve, though single readings can be large or run the other way.

O=C(O)CCCC(=O)Nc1cccc2cccnc12 was read as D2 agonist 0.8, PI4K2A inh 1, TRHR enhancer 7, TrxR1 inh 4%, TRHR agonist 0.6, USP1 inh -8%, mIDH1 inhibitor 4%, D2 antagonist 7 and TrxR1 substrate -7%.
`CCCCC(=O)Nc1nc2c(OC)ccc(OC)c2s1` gave D2 agonist -0.7, PI4K2A inh -3, TRHR enhancer 1, TrxR1 inh 1%[57.1 µM], TRHR agonist -0.3, USP1 inh -19%, mIDH1 inhibitor 12%, D2 antagonist 15 and TrxR1 substrate -6%[57.1 µM].
For Cc1cc(C)cc(NC(=O)CSc2nc(-c3cccc(Cl)c3)nc3c2Cc2c(CO)cnc(C)c2O3)c1 the results were D2 agonist 0.4, PI4K2A inh 1, TRHR enhancer 1, TrxR1 inh -14%, TRHR agonist -0.1, USP1 inh 3%, mIDH1 inhibitor -7% and TrxR1 substrate 5%.
Screening Cc1ccc(SCCCCN2CCOCC2)cc1 returned D2 agonist -0.2, PI4K2A inh -8, TRHR enhancer 2, TrxR1 inh 20%, TRHR agonist 0.0, USP1 inh -18%, mIDH1 inhibitor -1%, D2 antagonist -6 and TrxR1 substrate 5%.
Screening COC(=O)C1=C(C)N=c2s/c(=C3\C(=O)Nc4ccccc43)c(=O)n2C1c1ccccc1 (stereo unspecified) returned D2 agonist -0.9, TRHR enhancer -4, TRHR agonist -0.8 and D2 antagonist 13.
Screening CCOC(=O)CN1CC23C=CC(O2)C(C(=O)O)C3C1=O (stereo unspecified) returned D2 agonist 0.2, PI4K2A inh 0, TRHR enhancer 3, TrxR1 inh 19%[57.1 µM], TRHR agonist 2.4, USP1 inh -4%, mIDH1 inhibitor -6%, D2 antagonist 11 and TrxR1 substrate 8%[57.1 µM].
Screening CCn1cnc2cc(NCc3ccc(Cl)cc3)ccc21 returned D2 agonist 8.0, PI4K2A inh -2, TRHR enhancer 6, TrxR1 inh -6%, TRHR agonist 0.4, USP1 inh -2%, mIDH1 inhibitor -13%, D2 antagonist 16 and TrxR1 substrate -2%[57.1 µM].
`CC(C)(C)n1[nH]c2c3c(ccc2c1=O)C(=O)c1ccccc1C3=O` gave PI4K2A inh -1, TRHR enhancer 3, TrxR1 inh -2%, TRHR agonist -1.1, USP1 inh -24%, mIDH1 inhibitor 5% and TrxR1 substrate -3%.
COCC(=O)N1CCC(Oc2ccc(C(=O)NCCCn3cccn3)cc2)CC1 was read as D2 agonist 0.2, PI4K2A inh -1, TRHR enhancer 4, TrxR1 inh 25%, TRHR agonist 0.1, USP1 inh -22%, mIDH1 inhibitor 0%, D2 antagonist 17 and TrxR1 substrate 8%.
Screening COc1cccc(C2CC(=O)NC(SC)=C2C#N)c1 (stereo unspecified) returned D2 agonist -0.6, PI4K2A inh -6, TRHR enhancer 5, TrxR1 inh 25%, TRHR agonist 0.7, USP1 inh 2%, mIDH1 inhibitor 8%, D2 antagonist 18 and TrxR1 substrate 6%.
For Cc1ccc(-c2nnc(N3CCOCC3)c3ccccc23)cc1S(N)(=O)=O the results were PI4K2A inh -2, TrxR1 inh 12%, USP1 inh -7%, mIDH1 inhibitor -7% and TrxR1 substrate -2%.
O=C(CSCc1cc(=O)n2ccsc2n1)Nc1ccccc1 was read as D2 agonist 0.1, PI4K2A inh 1, TRHR enhancer 13, TrxR1 inh -5%, TRHR agonist 0.6, USP1 inh -14%, mIDH1 inhibitor -9%, D2 antagonist 12 and TrxR1 substrate -12%.
For CCn1c(=O)c2cc(C(=O)NCc3cc(OC)ccc3OC)sc2c2ccccc21 the results were D2 agonist 0.9, PI4K2A inh 5, TRHR enhancer -6, TrxR1 inh 34%, TRHR agonist 0.2, USP1 inh -16%, mIDH1 inhibitor 9% and TrxR1 substrate 39%[activator].
CC(C)CN(C(=O)COc1ccc(C(C)(C)C)cc1)C1CCS(=O)(=O)C1 (stereo unspecified) was read as D2 agonist -0.3, PI4K2A inh 0, TRHR enhancer -1, TrxR1 inh 2%, TRHR agonist 0.2, USP1 inh -23%, mIDH1 inhibitor 11%, D2 antagonist 10 and TrxR1 substrate -8%.
CN1CCCCCC1=Nc1ccccc1C#N was read as D2 agonist 1.1, PI4K2A inh -2, TRHR enhancer -6, TrxR1 inh 3%[57.1 µM], TRHR agonist -0.2, USP1 inh -17%, mIDH1 inhibitor 2%, D2 antagonist 12 and TrxR1 substrate 7%[57.1 µM].
For CC1(C)CC(OC(=O)c2ccco2)CC(C)(C)N1O the results were D2 agonist -0.8, PI4K2A inh 1, TRHR enhancer 5, TrxR1 inh 9%[57.1 µM], TRHR agonist 0.3, USP1 inh -16%, mIDH1 inhibitor -3%, D2 antagonist 0 and TrxR1 substrate -3%.
For COc1ccc(CCNc2nc(C)cc(C)c2C#N)cc1OC the results were D2 agonist -0.4, PI4K2A inh 1, TRHR enhancer 2, TrxR1 inh 12%, TRHR agonist -0.8, USP1 inh -22%, mIDH1 inhibitor -2%, D2 antagonist -13 and TrxR1 substrate 1%.
Screening N=C(N1CCCc2ccccc21)N1CCCc2ccccc21 returned PI4K2A inh 7, TrxR1 inh 13%, USP1 inh -7%, mIDH1 inhibitor 3% and TrxR1 substrate 0%.
`O=C(NCc1cccs1)c1ccc2c(c1)sc1nc(-c3ccc(F)cc3)cn12` gave D2 agonist -1.1, PI4K2A inh -4, TRHR enhancer -2, TrxR1 inh 16%, TRHR agonist -0.1, USP1 inh -11%, mIDH1 inhibitor -13% and TrxR1 substrate 2%[11.4 µM].
`NC(=O)CSc1nc2c(sc3ccccc32)c(=O)n1CCCN1CCOCC1` gave D2 agonist -0.5, PI4K2A inh 5, TRHR enhancer 6, TrxR1 inh 15%, TRHR agonist -0.1, USP1 inh -23%, mIDH1 inhibitor 9%, D2 antagonist -6 and TrxR1 substrate 7%.
`COc1ccc(Cn2c(SCc3ccc(C(=O)NCc4cccs4)cc3)nc3ccncc32)cc1` gave D2 agonist 1.4, PI4K2A inh 2, TRHR enhancer 2, TrxR1 inh 42%, TRHR agonist -0.3, USP1 inh -6%, mIDH1 inhibitor -15% and TrxR1 substrate 10%.
Screening CC(=O)c1ccc(NC(=O)C(C)NCc2ccc(Cl)cc2)cc1 (stereo unspecified) returned PI4K2A inh 4, TRHR enhancer -6, TrxR1 inh 0%, TRHR agonist 0.6, USP1 inh -17%, mIDH1 inhibitor 1% and TrxR1 substrate -7%.
Cc1cc(Cl)ccc1N1C(=O)CC(NNC(=O)c2cccnc2)C1=O (stereo unspecified) was read as D2 agonist -0.9, PI4K2A inh 6, TRHR enhancer 8, TrxR1 inh 13%, TRHR agonist 0.0, USP1 inh -9%, mIDH1 inhibitor 5%, D2 antagonist -3 and TrxR1 substrate 11%[57.1 µM].
Screening O=c1oc(CCCO)cc2ccc(C#Cc3cccnc3)cc12 returned PI4K2A inh -1, TrxR1 inh -34%, USP1 inh inconclusive, mIDH1 inhibitor 15% and TrxR1 substrate 31%.
CN(C)CCN(C(=O)c1ccc(C(=O)c2ccccc2)cc1)c1nc2cc3c(cc2s1)OCCO3 was read as D2 agonist -0.7, PI4K2A inh -4, TRHR enhancer -2, TrxR1 inh 16%, TRHR agonist 0.2, USP1 inh -17%, mIDH1 inhibitor -1%, D2 antagonist 1 and TrxR1 substrate -8%.
For CC1CCCCC1NC(=O)c1ccc(S(=O)(=O)N2CCN(C)CC2)cc1 (stereo unspecified) the results were D2 agonist -1.1, PI4K2A inh 8, TRHR enhancer 0, TrxR1 inh -4%, TRHR agonist 0.1, USP1 inh -25%, mIDH1 inhibitor -9%, D2 antagonist -11 and TrxR1 substrate -5%.
For COc1ccc(CCNC(=O)Cc2ccc(OCc3ccccc3)c(OC)c2[N+](=O)[O-])cc1OCc1ccccc1 the results were D2 agonist -0.7, PI4K2A inh 4, TRHR enhancer 3, TrxR1 inh 15%, TRHR agonist -1.0, USP1 inh -17%, mIDH1 inhibitor 5%, D2 antagonist -12 and TrxR1 substrate 5%.
For O=C(NC1CCCCC1)[C@H](CSCc1ccccc1)N1Cc2ccccc2C1=O the results were D2 agonist -2.0, PI4K2A inh 0, TRHR enhancer 0, TrxR1 inh 21%, TRHR agonist -0.5, USP1 inh inconclusive, mIDH1 inhibitor 1%, D2 antagonist 13 and TrxR1 substrate 4%.
CCOC(=O)c1c(C)[nH]c(C)c1C(=O)CSc1nc2ccccc2c(=O)n1-c1ccc(CC)cc1 was read as D2 agonist -0.9, PI4K2A inh 5, TRHR enhancer 0, TrxR1 inh 16%, TRHR agonist 1.0, USP1 inh -17%, mIDH1 inhibitor 3%, D2 antagonist -9 and TrxR1 substrate 4%[57.1 µM].
O=C(Nc1cccc(Cl)c1)Nc1ccccc1NS(=O)(=O)c1cccs1 was read as D2 agonist 2.0, PI4K2A inh -2, TRHR enhancer 1, TrxR1 inh 24%, TRHR agonist 0.1, USP1 inh -24%, mIDH1 inhibitor 3%, D2 antagonist 4 and TrxR1 substrate 2%.
`COc1ccc(C(=O)N/C(=C/c2ccc(Cl)cc2)C(=O)NCc2ccncc2)cc1` gave D2 agonist 5.4, PI4K2A inh -5, TRHR enhancer 1, TrxR1 inh 21%, TRHR agonist 0.2, USP1 inh -7%, mIDH1 inhibitor 6%, D2 antagonist -1 and TrxR1 substrate 10%.

2 records picked at random from those above, as already listed:
For COc1ccc(CCNC(=O)Cc2ccc(OCc3ccccc3)c(OC)c2[N+](=O)[O-])cc1OCc1ccccc1 the results were D2 agonist -0.7, PI4K2A inh 4, TRHR enhancer 3, TrxR1 inh 15%, TRHR agonist -1.0, USP1 inh -17%, mIDH1 inhibitor 5%, D2 antagonist -12 and TrxR1 substrate 5%.
CCOC(=O)c1c(C)[nH]c(C)c1C(=O)CSc1nc2ccccc2c(=O)n1-c1ccc(CC)cc1 was read as D2 agonist -0.9, PI4K2A inh 5, TRHR enhancer 0, TrxR1 inh 16%, TRHR agonist 1.0, USP1 inh -17%, mIDH1 inhibitor 3%, D2 antagonist -9 and TrxR1 substrate 4%[57.1 µM].

Screens (PubChem)
